# Assay outcomes from PubChem.
# PME-1 primary: PME-1 inhibitors via competitive probe labeling, primary screen, biochemical, fluorescence polarization, FP-Rh probe, HTS; recombinant PME-1; inhibition, % at 5.9 µM; 320,000 compounds, 0.53% hits;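 active means inhibition above the campaign mean of all compounds plus 3 SD, cut at about 26% in these data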;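 further: competitive labeling of PME-1 active site by serine hydrolase directed probe; 0% = PME-1 with DMSO and 100% = wells lacking PME-1 enzyme; inhibitors block probe labeling so polarization falls and inhibition rises; many of its hits are not listed in these tables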
# Target sequence (Q9Y570 whole entry, looked up): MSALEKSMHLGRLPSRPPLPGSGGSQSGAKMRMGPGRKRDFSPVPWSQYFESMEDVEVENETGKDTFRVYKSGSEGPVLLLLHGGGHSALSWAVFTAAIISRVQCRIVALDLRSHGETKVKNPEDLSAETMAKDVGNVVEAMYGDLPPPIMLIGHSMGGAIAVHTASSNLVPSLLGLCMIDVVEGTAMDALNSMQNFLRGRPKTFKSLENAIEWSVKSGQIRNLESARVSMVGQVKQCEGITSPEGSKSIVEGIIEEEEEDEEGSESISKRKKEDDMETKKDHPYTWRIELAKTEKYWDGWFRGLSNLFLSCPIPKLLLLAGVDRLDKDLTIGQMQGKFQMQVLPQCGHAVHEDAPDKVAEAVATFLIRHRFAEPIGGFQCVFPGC
# GRK2 aptamer HTS: compounds blocking aptamer binding on GRK2 – biochemical, human GRK2, bead flow cytometry, HTS, primary screen | AID 488847, 2010 | FAM-aptamer displacement from GRK2 | 330,000 compounds, 0.59% hits | Beta-adrenergic receptor kinase 1 (Homo sapiens), P25098 | inhibition of aptamer binding, % at 10 µM;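 active means inhibition of aptamer binding above 40%, roughly 3 SD of noise, on plates passing a quality check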;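 further: median bead fluorescence of bound FAM aptamer so fluorescent compounds give negative values; no value below 0 was filed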
# MCL1 BIM primary: inhibitors of MCL1 binding to BIM-BH3, primary screen, biochemical, fluorescence polarization; Induced myeloid leukemia cell differentiation protein Mcl-1 (Homo sapiens), Q07820; GST-MCL1 / FITC-Bim-BH3 fluorescence polarization; inhibition, % at 10.9 µM; 320,000 compounds, 0.68% hits; AID 2057, 2009;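 active means inhibition above the mean inhibition of all tested compounds plus 3 SD, set per campaign, cut at about 40% in these data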;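 further: 0% = DMSO wells and 100% = unlabeled Bim-BH3 peptide control; higher means more loss of mP so more displacement of Bim peptide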
# VLA-4 inh: inhibition in human VLA-4 binding assay, primary screen, VLA-4 allosteric modulator project, MLPCN library, flow cytometry, VLA-4 expressing cells; Integrin alpha-4 (Homo sapiens), P13612; ligand binding flow cytometry; inhibition, % (about 7 µM as worked out from the volumes in the protocol); 330,000 compounds, 0.2% hits; in the data active means inhibition above about 50%
# GLD-1 TGE inh: GLD-1/TGE RNA complex disruptors, primary screen, biochemical, fluorescence polarization | Female germline-specific tumor suppressor gld-1 (Caenorhabditis elegans), Q17339 | purified GLD-1 + fluorescein TGE RNA | inhibition, % at 5.96 µM | 320,000 compounds, 0.44% hits | AID 2280, 2010;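 active means percent inhibition above a per-plate cutoff, the plate mean of test compounds plus 3 SD, cut at about 30% in these data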;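 further: 0% = DMSO wells with GLD-1 and probe and 100% = wells lacking GLD-1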
# Efflux pump inh: inhibitors of Candida efflux pumps in yeast, primary screen, S. cerevisiae, Nile Red, multiplex | S. cerevisiae Candida pump triplex | inhibition, % at 10 µM | 330,000 compounds, 0.44% hits | AID 485275, 2010;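 active means plate passing quality check with inhibition over a set limit, or well fluorescence over plate mean plus 4 SD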;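 further: Nile Red retained in pooled yeast measured as flow cytometry median fluorescence; 0% = buffer negative control and 100% = Enniatin B positive control; higher means more Nile Red kept so more efflux inhibition; some compounds called inactive have numbers as strong as hits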
# Fam108B counter: mouse Fam108B serine hydrolase inhibitors, primary screen, counter-screen for RBBP9 inhibitor project, biochemical, fluorescence polarization; 300,000 compounds, 0.33% hits; inhibition, % at 9.51 µM; recombinant Fam108B, FP-Rh probe fluorescence polarization;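 active means inhibition above the screen mean inhibition plus 3 SD, computed separately per campaign, cut at about 18% in these data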;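 further: inhibitors lower polarization as less probe binds the enzyme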
# MEX-5 binding: MEX-5 zinc finger RNA-binding disruptors – biochemical, C. elegans, fluorescence polarization, MLPCN library, primary screen; activity score (negative = inhibition of binding), % at 10 µM; 300,000 compounds, 0.38% hits; MEX-5/FITC-TCR2 RNA binding; stronger effect = lower value; Zinc finger protein mex-5 (Caenorhabditis elegans), Q9XUB2;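 active means inhibition past about -25% in most replicates, and total fluorescence under double the plate's negative control median, limit read from the data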;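 further: 0% = DMSO and -100% = 5 µM competing unlabeled TCR2 RNA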
# Target sequence (Q9XUB2 whole entry, looked up): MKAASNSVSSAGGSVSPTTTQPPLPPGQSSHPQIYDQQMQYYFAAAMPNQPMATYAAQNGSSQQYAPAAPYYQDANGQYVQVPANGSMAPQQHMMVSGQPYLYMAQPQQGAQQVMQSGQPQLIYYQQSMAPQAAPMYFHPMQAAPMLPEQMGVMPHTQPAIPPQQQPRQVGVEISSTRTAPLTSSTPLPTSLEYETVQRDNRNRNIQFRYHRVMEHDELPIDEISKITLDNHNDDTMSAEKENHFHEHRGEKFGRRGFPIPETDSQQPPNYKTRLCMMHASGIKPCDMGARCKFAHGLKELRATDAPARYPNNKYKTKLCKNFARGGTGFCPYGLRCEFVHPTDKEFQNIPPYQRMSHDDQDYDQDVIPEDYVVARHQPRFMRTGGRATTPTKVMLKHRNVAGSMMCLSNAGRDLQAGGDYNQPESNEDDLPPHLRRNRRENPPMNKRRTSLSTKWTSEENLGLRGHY
# Bcl-xL primary: inhibitors of human Bcl-xL, primary screen, biochemical, fluorescence polarization, HTS; AID 2129, 2009; GST-Bcl-xL / FITC-Bim BH3 peptide fluorescence polarization; inhibition, % at 10.9 µM; Bcl-2-like protein 1 (Homo sapiens), Q07817; 320,000 compounds, 0.7% hits;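 active means inhibition above the mean of all tested compounds plus 3 SD, cutoff set per campaign, cut at about 30% in these data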;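 further: 0% = DMSO wells and 100% = unlabeled Bim-BH3 peptide competitor; inhibitors lower millipolarization by displacing the labeled peptide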
# Active calls of the source: *; . = no result given. The list is partial. The share of hits here may be higher or lower than overall.
SMILES,PME-1 primary,GRK2 aptamer HTS,MCL1 BIM primary,VLA-4 inh,GLD-1 TGE inh,Efflux pump inh,Fam108B counter,MEX-5 binding,Bcl-xL primary
O=C1/C(=C/c2cccs2)COc2ccccc21,8,0,10,-7,2,-0.3,2,-2.7,5
C=CCN1C(=O)C(CC(=O)NCC)SC1=Nc1ccccc1CC (stereo not given),3,0,5,11,7,-0.1,1,0.7,10
CCOC(=O)c1c(S(=O)(=O)NCC(=O)Nc2cccc(C)c2C)c(C)n(C)c1C,-6,4,5,-9,2,0.0,-3,-0.8,6
COc1ccc(O)c(C(=O)c2cnc3c(c2)CN(C)C(=O)N3)c1,2,0,0,7,-1,0.1,-2,-1.0,6
CCOC(=O)C1(Cc2ccc(OC)cc2)CCN(C(=O)Cn2cnnn2)CC1,-1,0,0,-3,1,-0.1,-1,-2.1,4
COCC(C)n1c(SCc2ccc(C(=O)OC)o2)nc2ccccc2c1=O (stereo not given),4,0,4,4,5,0.0,-2,-5.3,4
O=C(Nc1cc(Cl)ccc1-n1cncn1)c1cccc(S(=O)(=O)N2CCOCC2)c1,-2,0,5,0,5,-0.3,.,.,2
CON(c1nc(Cl)nc(N(C)C)n1)S(=O)(=O)c1ccc(C)cc1,-1,2,-3,9,1,0.2,-2,-3.6,-1
Nc1nc(Cl)cc(N2CCOCC2)n1,-1,2,11,-10,-2,0.0,-4,2.7,7
CCN1C(=O)[C@@H]2[C@@H](c3ccc(SC4CCCCC4)c(OC)c3)N3CCC[C@@]3(C(=O)OC)[C@@H]2C1=O,4,4,-2,18,1,-0.1,-2,.,6
COc1ccc([N+](=O)[O-])cc1NC(=O)Cc1ccc(C)cc1,0,1,-7,10,2,-0.2,-3,-2.3,2
C/C(=N\NC(=S)NCc1ccccc1)c1ccc(C#N)cc1,1,0,-2,23,10,-0.1,-2,-2.8,-3
Cc1cccc(CC(=O)NC2CCCCCC2)c1,0,3,1,0,-1,0.0,-2,-2.2,5
CCCN(CCC)C1=CC(=[N+]2CCCC2)CC(C)(C)C1,1,3,-26,18,5,0.0,0,0.3,-13
CCOc1ccc(CC(=O)NNC(=O)NC2CCCCC2)cc1,-7,1,-9,2,1,0.0,-1,-1.0,4
NC(=S)Nc1ncc(C(F)(F)F)cc1Cl,-2,0,5,12,1,-0.2,4,0.9,1
CCC(=O)c1cc(F)c(N2CCN(S(=O)(=O)c3ccccc3)CC2)cc1C,3,0,-2,3,-5,0.5,-5,1.5,4
CSCCC(NC(N)=O)C(=O)NCC1CCCCC1 (stereo not given),2,0,1,6,10,-0.1,1,1.5,4
CCOC(=O)C1CCCN(C(=O)CSc2ccc(NC(C)=O)cc2)C1 (stereo not given),-4,0,10,1,-8,0.0,0,5.0,7
C#CC(CO)N(CCN(Cc1ccccc1)C(C#C)CO)Cc1ccccc1 (stereo not given),4,1,0,0,4,-0.1,5,3.6,8
Cc1cc(N2CCOCC2)nc2ccc(NC(=O)CCC(=O)N3CCN(c4ccccc4F)CC3)cc12,-7,2,-3,2,5,0.0,-1,-0.6,3
COc1ccccc1C(=O)NNC(=S)NC(=O)c1sc2ccccc2c1Cl,6,3,21,-7,3,0.7,1,0.6,11
O=C(Nc1ccccc1N1CCN(C(=O)c2ccccc2)CC1)c1cc2ccccc2o1,0,0,6,-3,-1,0.1,2,.,6
O=C(NCc1ccccc1)c1ccc(=O)oc1,-1,0,12,8,2,0.0,0,0.4,0
O=C1C2C3C=CC(C2C(=O)N1CCCO)C1C2C(=O)N(CCCO)C(=O)C2C31 (stereo not given),5,0,-1,-4,5,-0.1,1,-3.9,-4

# The list continues.
SMILES,PME-1 primary,GRK2 aptamer HTS,MCL1 BIM primary,VLA-4 inh,GLD-1 TGE inh,Efflux pump inh,Fam108B counter,MEX-5 binding,Bcl-xL primary
O=C(Cn1c(=O)oc2cc(S(=O)(=O)N3CCOCC3)ccc21)N1CCc2ccccc2C1,2,23,10,-18,1,-0.1,3,.,2
COc1cccc(/C=N/NC(=O)CN2CC(c3ccccc3)CC2=O)c1O (stereo not given),0,0,2,10,9,0.0,-2,-1.7,5
Cc1[nH]c(=O)[nH]c(=O)c1S(=O)(=O)N1CCC(C(=O)N2CCN(Cc3ccccc3)CC2)CC1,0,0,2,7,-1,0.0,-2,0.2,6
CC(=O)n1nc(-c2ccccc2)cc1-c1ccccc1,-3,0,3,0,6,0.0,1,0.1,10
C=CCN=c1sc(C(=O)OC)cc(=O)n1CC=C,3,1,-4,-28,-4,0.3,-3,-3.3,-5
c1ccc(COc2ccc(OCCN3CCCCC3)cc2)cc1,0,0,2,4,4,0.1,-2,1.2,5
CCN(CC)C(=O)c1csc(Nc2ccc(C)cc2)n1,2,0,-2,-2,2,0.0,2,-2.6,3
Cc1ccc(NC(=O)CCc2c(C)nc3ncnn3c2C)nc1,2,0,9,9,-6,0.2,1,-2.1,2
O=C(CNC(=S)N(Cc1ccccc1Cl)C1CCCC1)NCCCN1CCOCC1,12,0,1,9,6,0.1,2,1.0,0
O=C(c1ccc(Cl)c([N+](=O)[O-])c1)N(Cc1ccc(Cl)cc1)C1CCS(=O)(=O)C1 (stereo not given),2,0,-6,-82,10,0.0,0,.,3
CCN(CC)S(=O)(=O)c1ccc(OC)c(NC(=O)Cc2cccs2)c1,-1,1,40*,-1,-1,0.1,0,-1.8,7
Cc1nc2ccc(C(=O)N3CCCC(CO)(Cc4ccc(F)cc4F)C3)cc2nc1C (stereo not given),3,4,4,0,-5,0.4,-4,-0.7,3
O=C1Nc2ccccc2C12OCCCO2,-5,0,3,17,2,0.0,4,-1.5,1
CCOC(=O)NC1c2ccccc2Oc2ccccc21,-6,2,0,-5,-2,0.1,3,1.9,0
CCCc1ccc(OCCNC(=O)c2ccccc2Br)cc1,1,0,-2,15,-3,-0.1,0,0.0,3
C=CCNC(=O)CN1C(=O)c2cccc3cccc1c23,1,0,4,9,3,-0.1,5,1.1,9
Nc1c(Cl)ncnc1N/N=C/c1ccnc2ccccc12,-2,2,6,3,3,0.1,5,-0.2,4
COc1ccc(N(C(=O)c2snc(C(N)=O)c2N)C(C(=O)NC2CCCC2)c2ccc3ncccc3c2)cc1 (stereo not given),1,1,3,-8,7,0.3,-4,-0.4,-1
CCOC(=O)c1cnc2ccc(C)cc2c1Sc1ccccc1,-2,0,4,22,5,-0.2,1,0.7,4
CCOC(=O)c1c(CN(CC)CC)n(C)c2cc(Br)c(O)cc12,1,4,1,14,-7,0.1,1,1.3,3
COc1ccc(CCNC(=O)c2nnc(Cc3c(F)cccc3Cl)o2)cc1OC,4,0,5,11,7,0.0,-3,-1.6,5
Cc1ccc(OCCCC(=O)NCc2ccco2)cc1,2,3,2,-9,-1,-6.5,2,-2.7,-1
CC(C)N(C(C)C)S(=O)(=O)c1ccc(NC(=O)c2cnccn2)cc1,0,0,12,-2,-6,-0.1,5,-0.7,0
COc1cccc(NC(=S)/C(=C(\[O-])c2ccc(OC(F)F)cc2)[n+]2ccccc2)c1,-1,0,5,-20,5,0.0,2,0.3,15
O=C(Nc1cccc(Cl)c1N1CCOCC1)c1ccc2c(c1)OCCO2,6,1,4,3,6,0.1,-2,-1.7,10

# Just VLA-4 inh, for three of the compounds above:
structure | VLA-4 inh
CCOc1ccc(CC(=O)NNC(=O)NC2CCCCC2)cc1 | 2
NC(=S)Nc1ncc(C(F)(F)F)cc1Cl | 12
CCC(=O)c1cc(F)c(N2CCN(S(=O)(=O)c3ccccc3)CC2)cc1C | 3

# Complete entries from above.
# C=CCN1C(=O)C(CC(=O)NCC)SC1=Nc1ccccc1CC (stereo not given) reads PME-1 primary = 3; GRK2 aptamer HTS = 0; MCL1 BIM primary = 5; VLA-4 inh = 11; GLD-1 TGE inh = 7; Efflux pump inh = -0.1; Fam108B counter = 1; MEX-5 binding = 0.7; Bcl-xL primary = 10
# Cc1ccc(OCCCC(=O)NCc2ccco2)cc1 reads PME-1 primary = 2; GRK2 aptamer HTS = 3; MCL1 BIM primary = 2; VLA-4 inh = -9; GLD-1 TGE inh = -1; Efflux pump inh = -6.5; Fam108B counter = 2; MEX-5 binding = -2.7; Bcl-xL primary = -1

# (continued)
SMILES,PME-1 primary,GRK2 aptamer HTS,MCL1 BIM primary,VLA-4 inh,GLD-1 TGE inh,Efflux pump inh,Fam108B counter,MEX-5 binding,Bcl-xL primary
Cn1c(=O)n(C)c2cc([N+](=O)[O-])c(N3CCN(C(=O)C(C)(C)C)CC3)cc21,2,0,-3,5,2,0.0,1,-3.0,8
COc1ccccc1N1CCN(C2CCCN(C(=O)CCN3CCCCO3)C2)CC1 (stereo not given),3,0,-3,-7,2,-0.2,-1,-2.0,4
C=CCN(C(=O)CSc1nc2ccsc2c(=O)n1Cc1ccccn1)c1ccccc1,-1,0,3,8,1,0.0,0,4.1,2
N#Cc1c2ccc(O)cc2n2ccccc12,11,2,44*,-7,13,0.1,3,-6.6,45*
CC1CCCCN1S(=O)(=O)c1cccc2nonc12 (stereo not given),.,4,.,-1,.,0.0,.,3.3,.
COCc1[nH][nH]c(=O)c1C=Nc1ccc(OC(F)(F)F)cc1,7,0,-3,8,4,0.0,2,-0.1,2
CCn1c(Cc2ccccc2)nnc1SCC(=O)Nc1ccccc1N1CCOCC1,2,3,-5,0,3,0.0,-1,-0.9,-4

# Random excerpt: two entries already listed
SMILES,PME-1 primary,GRK2 aptamer HTS,MCL1 BIM primary,VLA-4 inh,GLD-1 TGE inh,Efflux pump inh,Fam108B counter,MEX-5 binding,Bcl-xL primary
COCc1[nH][nH]c(=O)c1C=Nc1ccc(OC(F)(F)F)cc1,7,0,-3,8,4,0.0,2,-0.1,2
CC1CCCCN1S(=O)(=O)c1cccc2nonc12 (stereo not given),.,4,.,-1,.,0.0,.,3.3,.
